ABHD5 PLIN5 PPI: blocks binding of human ABHD5 to perilipin-5; Q00G26+Q8WTS1; Split G. princeps luciferase complementation, luminescence, 4 h; inhibition, % at 4 µM; 360,000 tested, 0.78% active; AID 602281;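 active = inhibition above the mean inhibition across every tested compound plus 3 SD, cut at about 22% in these data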;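 note: 0% = DMSO only wells and the 100% control is not disclosed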
CaV13 ICDI inh: Primary screen for inhibitors of IQ motif and Ca2+-dependent inactivation inhibitor domain binding in CACNA1D, Förster resonance energy transfer in living cells, …. HEK cells, CFP/YFP FRET ICDI-IQ, plate reader, 10 min; percent FRET-ratio fall versus neutral wells. inhibition, % at 12.3 µM. 340,000 tested, 0.098% active. AID 743397;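 active = mean replicate inhibition of at least 30% and at least 1% of replicates passing that level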;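 note: 0% = median of the neutral control wells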
PDI inh: blocks human protein disulfide isomerase activity | PDI insulin aggregation turbidity, A650, 90 min | inhibition, % at 10 µM | 350,000 tested, 0.052% active;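 active = mean inhibition across replicates of 30% or more, whatever share of single replicates reach that level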;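 note: absorbance from insulin aggregation driven by PDI reduction with DTT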
MC4R barr agon: agonists of human melanocortin 4 receptor (MC4R) beta-arrestin; activation, % at 8.9 µM; AID 540308; U2OS MC4R beta-arrestin complementation, luminescence; percent of melanotan II response, DMSO zero; P32245; 360,000 tested, 0.98% active;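 active = activation above a per-plate cutoff, the mean activation of sample wells on that plate plus 3 SD, cut at about 8% in these data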
Target sequence (P32245 whole entry, looked up): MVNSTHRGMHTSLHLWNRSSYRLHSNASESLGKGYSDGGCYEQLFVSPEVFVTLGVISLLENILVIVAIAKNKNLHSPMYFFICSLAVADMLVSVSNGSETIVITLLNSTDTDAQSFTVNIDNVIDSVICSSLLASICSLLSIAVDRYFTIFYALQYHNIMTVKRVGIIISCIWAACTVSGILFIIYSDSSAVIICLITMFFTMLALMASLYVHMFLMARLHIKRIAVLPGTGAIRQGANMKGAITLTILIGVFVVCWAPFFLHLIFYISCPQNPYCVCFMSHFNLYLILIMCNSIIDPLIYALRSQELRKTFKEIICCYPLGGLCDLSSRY
m5-HT2A agonist: mouse HTR2A agonism via beta-arrestin recruitment. P35363. CHO-K1 mHTR2A beta-arrestin complementation, luminescence; percent of 30 µM serotonin response. activation, % at 7.6 µM. 360,000 tested, 0.66% active. AID 624169;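 active = activation above a run cutoff, the mean activation of all tested compounds plus 3 SD, cut at about 14% in these data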;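 note: 0% = plate median of compound wells and 100% = 30 µM serotonin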
Target sequence (P35363 whole entry, looked up): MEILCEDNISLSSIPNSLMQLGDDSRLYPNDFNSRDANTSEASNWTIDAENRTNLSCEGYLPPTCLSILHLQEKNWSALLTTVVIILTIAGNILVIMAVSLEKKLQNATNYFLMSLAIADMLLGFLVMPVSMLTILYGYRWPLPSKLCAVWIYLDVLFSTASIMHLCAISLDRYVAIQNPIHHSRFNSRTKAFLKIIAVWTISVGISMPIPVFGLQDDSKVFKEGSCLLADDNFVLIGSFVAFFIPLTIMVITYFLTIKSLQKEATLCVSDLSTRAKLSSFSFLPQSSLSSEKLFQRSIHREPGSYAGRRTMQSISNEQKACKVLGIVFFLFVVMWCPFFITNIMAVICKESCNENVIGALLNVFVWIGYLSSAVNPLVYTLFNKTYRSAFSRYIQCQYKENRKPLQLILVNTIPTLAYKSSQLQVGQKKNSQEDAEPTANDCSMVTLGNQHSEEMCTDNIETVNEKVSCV
Granule exo inh: lytic granule exocytosis inhibition; AID 651702; TALL-104 LAMP-1 surface exposure, flow cytometry; cells stimulated with thapsigargin and PMA; 360,000 tested, 0.66% active; inhibition, % at 10 µM;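 active = inhibition above about 55%, limit read from the data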
MC4R antag cAMP: blocks human MC4R cAMP signaling; 360,000 tested, 0.48% active; inhibition, % at 6.5 µM; MC4R-expressing cells, MTII-stimulated cAMP, LANCE TR-FRET; P32245;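 active = inhibition above its plate's cutoff, the mean of tested wells on that plate plus 3 SD, cut at about 29% in these data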;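 note: 0% = Melanotan II alone and 100% = Melanotan II plus saturating MCL0020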
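Test system: U2OS cells stably expressing human melanocortin 4 receptor (MC4R); also added: Melanotan II challenge; compound: 6.5 µM single dose; timing: 30-min compound preincubation, 1-h Melanotan II challenge, 1-h detection, room temperature; signal: Eu-cAMP/anti-cAMP TR-FRET, emission 671 nm; repeats: one well per compound, no replicates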
N-glyco inh: N-linked glycosylation inhibition; D54 ERlucT glycosylation luciferase reporter, 24 h; percent of 100 nM tunicamycin response; reporter increase, % at 12.5 µM; 360,000 tested, 0.23% active; AID 588692;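 active = mean luciferase reporter signal, scaled so untreated is 0 and the glycosylation-blocking control 100, at or above a set limit in every replicate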;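 note: luciferase carries N-glycosylation sites so blocking glycosylation raises the light; 0% = median of neutral control wells and 100% = median of 100 nM tunicamycin wells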
ABCB6 inh MLPCN: inhibitors of human ABC transporter ABCB6; Q9NP58; K562-ABCB6 porphyrin accumulation, flow cytometry, 1 h; stronger effect = lower value; fluorescence ratio to DMSO, % at 10 µM; 360,000 tested, 0.19% active; AID 602162;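 active = fluorescence ratio to DMSO below 75%, the collection mean minus 3 SD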;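 note: signal is porphyrin accumulated inside mitochondria; 100% equals median channel fluorescence of DMSO control wells; lower ratio means ABCB6 inhibition with less porphyrin fluorescence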
Cardio protect: modulators protecting cardiomyocytes from myocardial damage | H9c2 cardiomyocytes, H2O2 injury protection, ATPLite, 2 h | protection from H2O2 cell death, % at 20 µM | 360,000 tested, 0.63% active | AID 588492;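 active = compounds giving at least 50% protection of heart cells from peroxide-induced death in the single-dose screen, raw or plate-pattern-corrected value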;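 note: 0% = DMSO wells with peroxide and 100% = DMSO wells without peroxide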
Starred values were filed as active, the others as inactive; · = no result given.

Results follow in this order: ABCB6 inh MLPCN | N-glyco inh | PDI inh | MC4R antag cAMP | CaV13 ICDI inh | Cardio protect | MC4R barr agon | ABHD5 PLIN5 PPI | m5-HT2A agonist | Granule exo inh
(1) O=C(CCCOc1ccc(Cl)cc1Cl)N1CCCc2ccccc21
 : 106 | 0 | 3 | 2 | -5 | -10 | 1.7 | 3 | -7 | 10
(2) Nc1cc(S(=O)(=O)N2CCOCC2)ccc1Oc1ccc(F)cc1
 : 80 | -2 | 8 | -4 | · | -13 | -1.8 | 6 | 0 | 1
(3) CN(C)Cc1ccccc1Sc1ccc(O)cc1O
 : 99 | -3 | -7 | -4 | -4 | 4 | 1.1 | 8 | -1 | -2
(4) CCCn1nc(C(=O)Nc2cc(OCC)c(N3CCOCC3)cc2OCC)c2ccccc2c1=O
 : 91 | -9 | 14 | 5 | -5 | 56* | -1.2 | -1 | 9 | -2
(5) Cc1nc(NCCCN2CCOCC2)c2cnn(-c3ccccc3)c2n1
 : 99 | 2 | -8 | 10 | -4 | 0 | -2.1 | -5 | -10 | 0
(6) COc1cc(OC)cc(C(=O)Nc2ccc(S(=O)(=O)Nc3ccccn3)cc2)c1
 : 99 | 5 | 10 | 6 | -5 | 4 | -2.3 | 0 | 6 | 16
(7) Cc1cccc(-c2ccc3c(c2)C2CC3CCN2C)c1 (centres undefined)
 : 98 | 2 | 16 | 6 | -5 | 3 | -1.7 | -6 | -5 | 3
(8) CNC(=O)c1sc(-c2ccc(Cl)cc2)nc1C
 : 96 | -1 | 14 | 8 | · | -6 | -1.0 | 4 | 1 | -2
(9) COc1ccc(-c2nc3ccccc3s2)cc1O
 : 94 | -22 | -11 | 7 | -6 | -21 | -1.2 | 11 | -1 | -2
(10) C/C=C/c1cnc2c(c1)C(=O)N([C@H](C)CO)C[C@@H](C)[C@@H](CN(C)C(=O)NC1CCCC1)O2
 : 102 | 3 | -2 | -2 | -6 | 1 | -1.4 | -5 | 1 | 0
(11) O=[N+]([O-])c1ccc2nc(SCc3cn4cccnc4n3)[nH]c2c1
 : 97 | 3 | 2 | 3 | -3 | 13 | -1.9 | 0 | 5 | -4
(12) Cn1c(=O)c2cc(NC(=O)NCc3ccc(F)cc3)ccc2n1Cc1cccc(C(F)(F)F)c1
 : 98 | -3 | 6 | 6 | -6 | -6 | 0.7 | -2 | 2 | 12
(13) COc1cccc(CNc2ccc3c(c2)CCC3)c1
 : 136 | -7 | -7 | 2 | -6 | -4 | -0.4 | -1 | -3 | 0
(14) COc1ccc(Cl)c(Cn2c(NCc3ccco3)nc3c2c(=O)n(C)c(=O)n3C)c1
 : 97 | -5 | -3 | -2 | -5 | -26 | 0.2 | 5 | 1 | 0
(15) CN(Cc1c(F)cccc1Cl)C(=O)CNC(=O)c1sc2ccccc2c1Cl
 : 97 | -2 | 9 | 5 | -11 | -6 | -0.4 | 1 | -8 | 5
(16) O=C(Nc1nccs1)c1ccc2ccccc2n1
 : 98 | -7 | -9 | 5 | -5 | -11 | -0.8 | 4 | 4 | -3
(17) COc1ccccc1NC(=O)N(C)C[C@H]1OCc2cnnn2CCCC(=O)N([C@@H](C)CO)C[C@H]1C
 : 102 | 0 | -13 | 8 | -4 | 13 | -0.9 | 1 | 2 | -1
(18) CC1Cc2cc(-c3csc(N)n3)ccc2O1 (centres undefined)
 : 98 | -2 | 2 | 5 | -21 | -1 | -2.2 | 2 | -3 | -5
(19) O=C(O)CSc1nnc(COc2ccc(Br)cc2)n1-c1ccccc1
 : 98 | 0 | -4 | 0 | -1 | 0 | -1.2 | 3 | 2 | -5
(20) CCn1c(SCc2ccccc2)nnc1C1CCN(S(=O)(=O)c2ccc(OC)cc2)CC1
 : 96 | -3 | 3 | 8 | -4 | -12 | -2.0 | 10 | 0 | 2
(21) CCOC(=O)c1oc2ccccc2c1CN1CCCCC1
 : 96 | 2 | 3 | -6 | -3 | 0 | -1.7 | 2 | 3 | -1
(22) O=C(Nc1ccc2nc[nH]c2c1)c1ccco1
 : 94 | -4 | -3 | 6 | -4 | -11 | -2.1 | 4 | -1 | -2
(23) COc1ccccc1-c1nn2c(C3COc4ccccc4O3)nnc2s1 (centres undefined)
 : 102 | -1 | -4 | 17 | -8 | 24 | -0.1 | -2 | 1 | 0
(24) Cc1cccc(C)c1NC(=O)NS(=O)(=O)c1ccccc1
 : 106 | 0 | 4 | 8 | -6 | 2 | -1.0 | -10 | 3 | -4
(25) N#CCCN(C(=O)Nc1ccc(Cl)c(Cl)c1)c1ccccc1
 : 87 | 1 | -7 | 12 | -5 | -8 | -0.3 | 2 | -1 | 3
(26) COc1ccc(CN(C)CCCn2cnc3c(OCc4ccccc4)ncnc32)cc1
 : 98 | -6 | -8 | 9 | -10 | 1 | -0.3 | -1 | -3 | -2
(27) COc1ccc(-c2nc(CN3CCN(Cc4cccc(Cl)c4)CC3)c(C)o2)cc1
 : 100 | 0 | 8 | 8 | -7 | -6 | 1.0 | -1 | -8 | 38
(28) COc1ccccc1-c1noc(-c2cccnc2)n1
 : 100 | 3 | -2 | -1 | -4 | 0 | 2.5 | 9 | 3 | -1
(29) Cc1ccc(-c2nn(-c3ccccc3)cc2CSC(=N)N)cc1
 : 94 | 0 | 2 | -6 | -7 | -28 | 3.6 | 13 | -3 | -3
(30) Cc1ncc([N+](=O)[O-])n1CC(=O)NC1CCCCC1
 : 95 | 0 | -11 | 0 | -4 | -2 | -2.8 | 4 | 0 | -2
(31) O=C(CCc1nc(-c2ccccc2Cl)no1)NCCc1ccccc1
 : 98 | -1 | 2 | 29* | -2 | 0 | 1.0 | -7 | -1 | -3
(32) Cc1cnc(NC(=O)CSCc2c(C)noc2C)s1
 : 95 | 3 | -54 | 5 | -10 | 3 | 0.0 | -4 | 3 | -7
(33) COc1ccc(C=O)c2[nH]c3c(Cl)ncnc3c12
 : 110 | 4 | 2 | 8 | -21 | 18 | 0.4 | 9 | 0 | -4
(34) COc1ccc(NS(=O)(=O)c2ccc(O)c(C(=O)OCC(=O)N3CCCCC3)c2)cc1
 : 92 | 1 | -7 | 4 | -6 | 1 | -1.5 | 1 | 1 | 7
(35) COc1ccccc1CNC(=O)C1(NC(=O)Nc2ccc(C)cc2)CCCCC1
 : 94 | 1 | -3 | 4 | 3 | -12 | 0.0 | -2 | -3 | 1
(36) Cc1cc(CN(C)C(=O)c2ccc(OC3CCN(CCc4ccccc4)CC3)cc2)on1
 : 98 | -3 | -7 | 6 | -7 | -8 | -1.0 | -1 | -14 | 4
(37) CC(C)n1c(SCC(=O)NC2CC2)nnc1-c1ccco1
 : 101 | 1 | 0 | 11 | -6 | 8 | -2.0 | -2 | 2 | -6
(38) CN(CC(=O)NCCc1ccccn1)S(=O)(=O)c1ccc(Cl)cc1
 : 101 | 1 | -5 | 30* | 2 | 1 | -0.8 | 3 | 4 | 1
(39) Cc1cc(N2CCOCC2)cc(C)[n+]1[O-]
 : 97 | 2 | 5 | -1 | -5 | -6 | 0.2 | 5 | -1 | 1
(40) CCOC(=O)c1cnc2c(-c3ccc(F)cc3)cnn2c1C(F)(F)F
 : 99 | -2 | 1 | 4 | · | -7 | 1.9 | 1 | 0 | -3
(41) COc1ccc(Cl)cc1NC(=O)CN(C)C(=O)CN1C(=O)NC2(CCCC2)C1=O
 : 92 | 2 | -4 | 3 | -13 | -1 | 0.7 | 9 | 0 | -2
(42) O=C(NC(Cc1c[nH]c2ccccc12)C(=O)Nc1ccc(OC(F)(F)F)cc1)c1cccs1 (centres undefined)
 : 97 | -13 | 15 | 8 | -14 | -2 | -0.7 | -10 | 2 | 0
(43) COC(=O)[C@@]12C[C@@H](CC(=O)NCCCCc3ccccc3)C(=O)N(CCc3ccc(OC)c(OC)c3)C1=CCC(C)(C)C2
 : · | · | · | · | -8 | · | · | 13 | -1 | 5
(44) CC(c1nnc(Sc2nnnn2-c2ccccc2)n1-c1ccc(F)cc1)N(C)C (centres undefined)
 : 100 | 2 | 5 | -3 | -5 | -1 | 2.0 | 4 | -3 | -1
(45) CCOCCCNCc1cc(Cl)cc(Cl)c1OCC
 : 91 | 2 | 0 | 31* | -7 | -5 | 0.3 | 2 | -1 | 1
(46) COc1ccc(CCNC(=O)c2cccc(S(=O)(=O)N3CCOCC3)c2)cc1OC
 : 96 | 1 | 5 | -4 | -4 | 8 | -5.0 | 27* | 16* | -3
(47) C=CC[C@@H](CC(=O)N[C@H](CO)Cc1ccccc1)C(=O)N[C@H](COC(=O)[C@@H](CC=C)Cc1ccc(F)cc1)Cc1ccccc1
 : 98 | -1 | -1 | 7 | -4 | 6 | -0.2 | 3 | 5 | 41
(48) C/C(=N\Nc1nc2ccccc2nc1C)c1ccccc1O
 : 97 | 2 | -5 | -9 | -3 | 7 | -0.5 | 13 | 1 | -2
(49) COC(=O)c1cc(S(=O)(=O)NCC2CCN(Cc3ccc(F)cc3)CC2)c[nH]1
 : 94 | -2 | 3 | 0 | -11 | -1 | 0.1 | 1 | 3 | -2
(50) COc1ccc(C(=O)/C=C/Nc2ccc(S(=O)(=O)Nc3nc(C)cc(C)n3)cc2)cc1OC
 : 108 | 0 | -22 | 8 | -5 | 3 | 2.5 | -1 | 4 | 4
(51) Cc1nc2ccccc2n1CC(=O)NCCN1CCCC1
 : 100 | 2 | -3 | 7 | -4 | 0 | -1.4 | -4 | -2 | -4
(52) N/C(=N\OC(=O)/C=C/c1ccc(Br)cc1)c1ccccn1
 : 101 | -10 | 3 | 19 | -3 | 2 | 8.0 | -1 | -4 | 0
(53) COc1cccc(CNC(=O)CCCn2ncn3c(cc4occc43)c2=O)c1
 : 98 | -1 | -7 | 2 | -3 | 8 | -1.9 | 2 | -8 | -6
(54) O=C(O)c1ccc(N/N=C/c2ccc(-c3ccc(Br)cc3)o2)cc1
 : 101 | 1 | -8 | 10 | -3 | -2 | -1.5 | 1 | 0 | 14
(55) CCOC(=O)CCn1nc(-c2ccc(Cl)cc2)cc1N
 : 94 | 0 | 7 | 4 | -5 | -13 | -0.7 | -3 | -1 | 1
(56) NNC(=O)COc1cccc2cccnc12
 : 93 | 1 | 14 | 6 | -5 | 8 | 0.5 | 9 | 6 | -4
(57) CC(C)Cc1nnc(NC(=O)c2cc([N+](=O)[O-])ccc2N2CCOCC2)s1
 : 92 | 0 | 4 | -2 | · | -2 | -2.7 | 5 | -8 | 40
(58) CC(C)Oc1ccc(S(=O)(=O)N2CCOCC2)cc1NC(=O)c1nn(C)c(=O)c2ccccc12
 : 96 | 6 | 3 | 3 | -6 | 38 | -2.4 | -6 | 4 | -2
(59) Cc1nc(C)c(C(=O)Nc2cccc(F)c2)s1
 : 101 | 1 | 17 | 3 | -4 | -1 | -0.6 | -4 | -2 | -8
(60) COc1ccc(OCc2cc(C(=O)NCCN3CCCc4ccccc43)no2)c(Cl)c1
 : 100 | -2 | 0 | 3 | · | 29 | -0.5 | 3 | -5 | -2
(61) O=S(=O)(c1cccc(C(F)(F)F)c1)N1CCCC1c1cccnc1 (centres undefined)
 : 105 | 2 | 0 | 5 | -5 | 1 | -0.1 | -7 | 6 | -8

Screening results from PubChem.
